# TRb SRC2 PPI: qHTS for Inhibitors of the Interaction of Thyroid Hormone Receptor and Steroid Receptor Coregulator 2. Thyroid hormone receptor beta (Homo sapiens), P10828. TRbeta-SRC2 peptide binding, fluorescence polarization; receptor liganded with 1 µM T3. Potency, µM (titrated, usually from 106 µM), for the others: top-dose activity change, negative = inhibition, most hits filed as inhibitors. actives 0.065% (n = 280,000);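 also: plate controls were bound peptide for no effect and peptide without receptor for full effect; nearly all actives have a fitted effect of over 50% in size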
#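 TRb LBD 0.6 uM + Texas Red SRC2 peptide 20 nM, 1 uM T3, Tris buffer w/ 5% DMSO; compound pinned, 5 h RT; FP read ex 555/em 632; normalized to unbound and bound controls.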
# RECQ1 helicase: qHTS Assay for Inhibitors of RecQ-Like Dna Helicase 1 (RECQ1); ATP-dependent DNA helicase Q1 (Homo sapiens), P46063; RECQ1 DNA unwinding, red fluorescence kinetic read; Potency, µM (doses to about 57.3 µM), without a hit: at the highest dose activity, negative = inhibition, most hits filed as inhibitors; actives 0.54% (n = 240,000); AID 2549, 2010;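 also: plate controls were vehicle for no effect and no enzyme for full effect; nearly all actives have a fitted effect of over 30% in size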
#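 RECQ1T1 50 nM; forked duplex (20 bp + 30-nt ss tails) 200 nM, ATP 2 mM final; pH 8.0, 2 mM MgCl2, 2.5 ug/ml poly(dI-dC); 15 min compound preincubation; discontinuous kinetic read over 2 h at RT.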
# ALDH1A1 inh: qHTS Assay for Inhibitors of Aldehyde Dehydrogenase 1 (ALDH1A1); Purified ALDH1A1, NADH fluorescence, propionaldehyde substrate; Potency, µM (top dose mostly 75.3 µM), without a hit: at the highest dose activity, negative = inhibition, usual class: inhibitors; actives 7.3% (n = 220,000); AID 1030, 2008; active = well fitted inhibition curve with a large enough effect, not every such curve was filed as active; inconclusive = small, poorly fitted or top-dose-only effect, or another doubt; inactive = no such curve, though single readings can be large or run the other way;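 also: plate controls were no enzyme wells and a reference inhibitor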
# Target sequence (P00352 whole entry, looked up): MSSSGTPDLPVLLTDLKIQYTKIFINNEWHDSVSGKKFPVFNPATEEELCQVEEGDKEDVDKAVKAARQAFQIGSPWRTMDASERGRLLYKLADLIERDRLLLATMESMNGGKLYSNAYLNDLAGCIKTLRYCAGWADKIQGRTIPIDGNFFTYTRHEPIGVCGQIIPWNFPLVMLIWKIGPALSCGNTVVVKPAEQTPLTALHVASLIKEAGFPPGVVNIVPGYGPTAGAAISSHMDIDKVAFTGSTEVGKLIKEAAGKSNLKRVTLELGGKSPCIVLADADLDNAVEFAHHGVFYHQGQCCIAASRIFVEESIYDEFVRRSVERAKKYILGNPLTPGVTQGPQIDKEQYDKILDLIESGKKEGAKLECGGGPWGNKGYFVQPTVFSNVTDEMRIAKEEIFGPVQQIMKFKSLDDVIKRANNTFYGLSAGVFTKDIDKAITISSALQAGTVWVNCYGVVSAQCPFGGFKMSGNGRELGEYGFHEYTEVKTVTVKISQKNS
# KDM4E inh: qHTS Assay for Inhibitors of Human Jumonji Domain Containing 2E (JMJD2E) | actives 1.6% (n = 230,000) | AID 2147, 2009 | Potency, µM (series often up to 57.1 µM), without a hit: at the highest dose activity change, negative = inhibition, most hits filed as inhibitors | JMJD2E catalytic domain, FDH-coupled NADH fluorescence (FDH is formaldehyde dehydrogenase); active = well fitted inhibition curve with a large enough effect, not every such curve was filed as active; inconclusive = small, poorly fitted or top-dose-only effect, or another doubt; inactive = no such curve, though single readings can be large or run the other way;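 also: 0% = wells with enzyme and -100% = buffer wells without enzyme; nearly all actives have a fitted effect of over 50% in size; many of its hits are not listed in these tables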
# SMN2 splice up: qHTS Assay for Enhancers of SMN2 Splice Variant Expression; HEK293 SMN2-luciferase splicing reporter, luminescence, 30-36 h; Potency, µM (doses to about 46.1 µM), for the others: top-dose activity change, positive = activation, hits mostly activators; actives 2.8% (n = 210,000); also: % of control where 0% means no effect; nearly all actives have a fitted effect of over 55% in size
#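 HEK293 cells carry an SMN2 […]–luciferase reporter in which exon 7 inclusion puts luciferase in frame. Cells were plated 10-12 h before compound addition, then incubated 30-36 h at 37C. ONE-Glo luminescence was read; sodium butyrate at 4.5 mM final served as control.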
# TexasRed fluor: Total Fluorescence Counterscreen for Inhibitors of the Interaction of Thyroid Hormone Receptor and Steroid Receptor Coregulator 2; actives 0.29% (n = 280,000); Potency, µM (titrated, usually from 106 µM), inactives show at the highest dose fluorescence change, negative = quenching; TRb/SRC2 Texas Red total fluorescence interference; active = well fitted curve in either direction with a large enough effect; inconclusive = small, poorly fitted or top-dose-only effect; also: % is scaled to controls: 0 for no effect and ±100 for the full control effect
#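 Flags fluorescent or light-absorbing compounds by total fluorescence, S + 2P, at 555 nm excitation and 632 nm emission. Mixture: 20 nM Texas Red SRC2 peptide, 0.6 uM human TRb LBD, 1 uM T3, 5% DMSO; compound exposure 5 h at ambient temperature.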
# Lamin A splicing: qHTS Assay for Modulators of Lamin A Splicing. Potency, µM (top dose mostly 46.1 µM), inactives show at the highest dose ratio change, negative = inhibition, hits mostly inhibitors. HeLa LMNA splicing GFP/RFP minigene ratio, 48 h. actives 0.01% (n = 200,000); active = well fitted inhibition curve with a large enough effect in the signal ratio, with a control signal flat, not every such curve was filed as active; inconclusive = small, poorly fitted or top-dose-only effect, or effect the other way, or a change in a side signal; the % refers to the signal ratio; also: % is scaled to controls: 0 for no effect and ±100 for the full control effect
#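 S3 HeLa stable clones carrying a lamin A-EGFP splicing minigene plus DsRed2 were seeded at 600 cells/well in Opti-MEM with 2% FBS, pin-dosed and incubated 48 h at 37°C. Acumen cytometry (488 nm) gave the GFP/RFP total-intensity ratio.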
# GoLoco inh red: qHTS Assay for Inhibitors of RGS12 GoLoco Motif Activity (Red Fluorophore); Potency, µM (titrated, usually from 61.6 µM), for the others: at the top dose activity, negative = inhibition, usual class: inhibitors; actives 0.44% (n = 230,000); Gai1:RGS12 GoLoco peptide FP, rhodamine, 10 min; Guanine nucleotide-binding protein G(i) subunit alpha-1 (Homo sapiens), P63096; active = well fitted inhibition curve with a large enough effect, not every such curve was filed as active; inactive = no such curve, though single readings can be large or run the other way; also: % is scaled to controls: 0 for no effect and ±100 for the full control effect; nearly all actives have a fitted effect of over 30% in size; many of its hits are not listed in these tables
# Target sequence (P63096 whole entry, looked up): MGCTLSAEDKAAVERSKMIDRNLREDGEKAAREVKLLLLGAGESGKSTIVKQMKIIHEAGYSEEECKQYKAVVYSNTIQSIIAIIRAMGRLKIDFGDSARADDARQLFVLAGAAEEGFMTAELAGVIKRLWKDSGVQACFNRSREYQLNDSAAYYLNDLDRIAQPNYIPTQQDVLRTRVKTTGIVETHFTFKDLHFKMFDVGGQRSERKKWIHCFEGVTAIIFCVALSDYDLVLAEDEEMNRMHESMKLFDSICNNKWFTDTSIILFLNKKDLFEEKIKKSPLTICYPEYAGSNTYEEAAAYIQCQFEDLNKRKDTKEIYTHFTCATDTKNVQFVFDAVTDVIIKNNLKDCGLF
# * = called active by the depositor; i = inactive; ? = inconclusive; . = not tested or not shown; & = joins results of further samples; [ ] = another dose, or the depositor's remark. Unless noted, calls follow the shape of the dose curve; as a rule, active = well fitted curve in the direction sought with a large enough effect; inconclusive = small, poorly fitted or top-dose-only effect, or another doubt; inactive = no such curve, though single readings can be large; an effect the other way counts as inactive or inconclusive. Potency is read from the fitted curve at half-maximal effect.
SMILES,TRb SRC2 PPI,RECQ1 helicase,ALDH1A1 inh,KDM4E inh,SMN2 splice up,TexasRed fluor,Lamin A splicing,GoLoco inh red
COc1ccccc1-n1c(SCC(=O)O)nnc1-c1ccc(S(=O)(=O)N2CCCCC2)cc1,-11%,-1%,13µM*,-22%,.,-1%,20%,-2%
Cc1ccc(NC(CC(=O)c2ccccc2)C(=O)O)cc1Cl (stereo not drawn),0%,-13%,.,?,.,-1%,.,-9%
O=C(NNc1ccc([N+](=O)[O-])cc1)C12CC3CC(CC(C3)C1)C2,-1%,-9%,?,4%,-28%,1%,2%[0.0737 µM],1%
CNC(=O)C1=C(C)Nc2nc3ccccc3n2C1c1cccc(OC)c1 (stereo not drawn),6%,-9%,-4%,-16%,2%,-4%,-4%,-5%
CCCCSc1ccc2nc(-c3ccc(C#N)cc3)cn2c1,-3%,-6%,?,?,?,-1%,12%,5%
O=C1CCCC(O)=C1C=NCc1ccccc1,5%,30%,1%,0%,17%,0%,?,8%
Cc1ccc(OCCn2cnc3sc(C(N)=O)c(C)c3c2=O)cc1,-1%,-7%,1%,?,-15%,-3%,.,8%
CCOc1ccc(NS(=O)(=O)c2ccc(OCC)c3ncccc23)cc1,0%,-10%,?,-1%,-8%,-6%,-27%,5%
Cc1c(C(=O)N2CCOCC2)oc2ccc(S(=O)(=O)N3CCCC3)cc12,3%,-16%,-4%,5%,2%,-2%,-1%,4%
O=C1C2CC=C(Cl)CC2C(=O)N1CCCCCCN1C(=O)C2CC=C(Cl)CC2C1=O (stereo not drawn),7%,28µM*,22µM*,-11%,-6%,-5%,-10%,8%
COCCn1c(C)cc(C(=O)COC(=O)c2ccc(-n3nc(C)cc3C)cc2)c1C,0%,-1%,7%,0%,-21%,0%,13%,-6%
CCCCOC(=O)c1ccc(NC(=O)c2c(Cl)ccc(Cl)c2OC)cc1,-2%,-11%,3%,-12%,-35%[inhibitor],-3%,0%,-1%
COc1cc(C(=O)NNC(=S)NCc2ccco2)cc(OC)c1OC,-6%,6%,-4%,2%,16%,-2%,-8%[46 µM],8%
Cc1ccc(SCc2cc(=O)n(C)[nH]2)cc1,?,8%,?,?,-11%,-2%,26%[9.22 µM],-10%
COC(=O)c1ccccc1OCCOCCOc1cccc2ccc(C)nc12,4%,2%,-7%,?,-3%,1%,0%[46 µM],10%
CCc1ccccc1NC(=O)CN(C)C(=O)CSc1nnc(Nc2ccc(C)cc2)s1,-1%,-7%,-2%,-1%,-23%,3%,-15%,3%
COC(=O)[C@@]1(Cc2ccc(OC)cc2)[C@H]2c3cc(C(=O)N(C)C)n(CCc4ccccn4)c3C[C@H]2CN1C(=O)c1ccccc1,0%,-1%,-2%,21%,-8%,5%,.,13%
O=C(c1ccccc1)c1coc2c1C(=O)c1ccccc1C2=O,4%,-6%,20µM*,0%,-6%,-1%,?,1%
Cc1ccc(C2c3c(oc4ccc(Cl)cc4c3=O)C(=O)N2CCCN2CCOCC2)o1 (stereo not drawn),7%,-1%,?,0%,21%,-4%,-7%,21%
O=C(NCCN1CCOCC1)c1ccc(Cl)cc1[N+](=O)[O-],-2%,11%,8%,-6%,-3%,-6%,16%,13%
CCC1CCCCN1CCNS(=O)(=O)c1ccc2c(c1)CCN2C(C)=O (stereo not drawn),-8%,-5%,1%,10%,7%,-2%,-3%,16%
CCOc1ccc(C(=O)c2ccc(OCC)c(N)c2)cc1N,0%,-4%,-1%,-2%,?,2%,-12%,-5%
O=C(Nc1ccc(N=Nc2ccccc2)cc1)c1cccc(Cl)c1,5%,-5%,12%,10%,17%,1%,-10%,0%
COc1ccccc1N1CCN(S(=O)(=O)Cc2ccccc2Cl)CC1,-12%,-3%,-5%,1%,-35%[inhibitor],-2%,-3%,-10%
COc1cc(CNC(=O)c2ccc(Cn3nc(C)c(Cl)c3C)o2)cc(OC)c1,-1%,-2%,-9%,-1%,7%,-6%,-25%,2%
COc1cc(C)c(S(=O)(=O)NCc2cccs2)cc1C,15%,-1%,2%,-4%,8%,0%,-5%,-13%
S=C(c1ccc(-c2cccc(Cl)c2)o1)N1CCOCC1,-6%,i,11µM*,-12%,25µM*,1%,7%,-17%
CN(C)CCNC(=O)c1ccccc1,-7%,-2%,9%,5%,-5%,0%,-11%,10%
Cc1cc2nccc(-c3ccccn3)n2n1,1%,-2%,0%,1%,0%,1%,?,0%
Cc1cc(C)n(-c2ccc(C(=O)Nc3ccc(N4CCOCC4)cc3)cc2)n1,7%,-1%,2%,.,-64%[inhibitor],4%,7%,7%
O=C(CSc1nnnn1-c1cccc2c1CCCC2)N1CCCC1,-12%,i,14µM*,-1%,-10%,-1%,-7%,9%
CCCCn1nc(C(=O)Nc2cc(S(=O)(=O)N(C)C)ccc2C)c2ccccc2c1=O,-8%,-2%,.,9%,.,-1%,.,3%
O=C1CSC(c2cccc(F)c2)N1c1ccc(O)cc1 (stereo not drawn),2%,i,0%,10%,-14%,-4%,1%,7%
CCN1CCc2c(C#N)c(N3CCCCC3)nc(NCc3ccccc3)c2C1,0%,-4%,?,?,-15%,1%,?,8%
CC(=O)Nc1ccc(NC(=O)CCc2nc3ccccc3c(=O)[nH]2)cc1,-2%,?,3%,6%,.,0%,.,-11%
CCCC(NS(=O)(=O)c1ccc(OC)cc1)C(=O)O (stereo not drawn),-7%,-1%,6%,2%,-20%,-2%,2%,-11%
COc1cc(C(=O)N/N=C/c2cc([N+](=O)[O-])cs2)cc(OC)c1OC,3%,-1%,?,4%,3%,1%,?,15%
Cc1cccc(N(C)C(=O)CCS(=O)(=O)c2cccc3nonc23)c1,-10%,i,?,-3%,1%,1%,0%,8%
O=C(Cn1nc2n(c1=O)-c1ccccc1SC2)N/N=C/c1cccnc1,-6%,1%,.,3%,.,-1%,.,8%
C1CSC2(N1)C1CC3CC2CC(C1)C31NCCS1 (stereo not drawn),3%,0%,10%,0%,11%,0%,14%,-28%
Cc1cccc(NC(=O)c2ccc(S(=O)(=O)N3CCOCC3)cc2)n1,0%,-2%,5%,1%,7%,0%,-6%[46 µM],-6%
CN(Cc1ccccc1)C(=O)c1[nH]cnc1C(=O)N[C@@H](Cc1ccccc1)C(=O)OCc1ccccc1,5%,?,?,1%,.,-2%,.,4%
CCOC(=O)c1cnc(SCCN2CCOCC2)nc1N,0%,-8%,12%,-7%,.,0%,.,4%
COC(=O)CSc1nnc(CNS(=O)(=O)c2ccc(Br)cc2)n1C,2%,i,4%,-1%,?,0%,.,-2%
CCOC(=O)C1=C(O)C(=O)N(c2ccc(S(N)(=O)=O)cc2)C1c1ccc(OC)cc1 (stereo not drawn),1%,i,?,?,-10%,3%,20%,-3%
COc1ccc(NC(=O)CSc2nnc(Cn3cnc4ccccc43)n2C)cc1,1%,-7%,-6%,10%,-26%,2%,-6%,-6%
CCOc1cc(N2CCOCC2)c(OCC)cc1NC(=O)COC(=O)c1cc2ccccc2cc1O,4%,-1%,3%,-1%,-20%,-2%,-4%,10%
COc1cc(C2=NOC(C(=O)NCc3ccccn3)C2)cc(OC)c1OC (stereo not drawn),-5%,i,4%,6%,14%,-6%,-6%,1%
COC(=O)c1ccc(C(NC(=O)OCc2ccccc2)/C(C)=C/[C@@H](C)C(=O)NCc2ccc(OC)c(OC)c2)cc1 (stereo partly drawn),-5%,-8%,?,-4%,7%,-1%,1%,5%
COc1ccc(CCCC(=O)NCc2ccccc2)cc1C,9%[53 µM],-5%,-12%,9%,6%,-1%[53 µM],?,5%
Cc1nn(-c2ccccc2)c(N2CCCC2)c1/C=N/NC(=O)c1cc(-c2cccnc2)nc2ccccc12,5%,-7%,-9%,-8%,-26%,-10%,?,14%
C[C@@H](CC(=O)O)[C@@H](N)C(=O)O,2%&2%,-1%&-3%,4%&-1%,-8%,14%,0%&0%,.,1%&-1%
NC(=O)c1ccc(NC(=O)Cc2csc(-c3ccccc3)n2)cc1,-3%,27%,11%,-7%,-5%,-2%,?,12%
CC1CN=C2C(C(=O)Nc3ccccc3)=C(O)CC(c3ccccc3)N21 (stereo not drawn),5%,?,?,1%,-8%,-3%,?,2%
Fc1ccccc1C(c1nnnn1Cc1ccc2c(c1)OCO2)N1CCN(Cc2ccco2)CC1 (stereo not drawn),-15%,i,-5%,-2%,.,0%,9%,.
Cc1c(Nc2nc(-c3cccc([N+](=O)[O-])c3)cs2)c(=O)n(-c2ccccc2)n1C,-4%,-4%,-6%,0%,.,-1%,?,12%

# Some of the compounds tested. The share of hits here may be higher or lower than overall.
